FECH block: inhibitors of human ferrochelatase, primary screen, biochemical, purified FECH, Ni-mesoporphyrin absorbance; Ferrochelatase, mitochondrial (Homo sapiens), P22830; Ni-mesoporphyrin absorbance 550 nm; calls only at 10 µM (by protocol); actives 3.3% (n = 20,000); AID 1671448, 2021;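 active means enzyme reaction rate more than 3 SD below the solvent-only control wells on the same plate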;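 further: lower slope than DMSO wells means FECH inhibition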
Target sequence (P22830 whole entry, looked up): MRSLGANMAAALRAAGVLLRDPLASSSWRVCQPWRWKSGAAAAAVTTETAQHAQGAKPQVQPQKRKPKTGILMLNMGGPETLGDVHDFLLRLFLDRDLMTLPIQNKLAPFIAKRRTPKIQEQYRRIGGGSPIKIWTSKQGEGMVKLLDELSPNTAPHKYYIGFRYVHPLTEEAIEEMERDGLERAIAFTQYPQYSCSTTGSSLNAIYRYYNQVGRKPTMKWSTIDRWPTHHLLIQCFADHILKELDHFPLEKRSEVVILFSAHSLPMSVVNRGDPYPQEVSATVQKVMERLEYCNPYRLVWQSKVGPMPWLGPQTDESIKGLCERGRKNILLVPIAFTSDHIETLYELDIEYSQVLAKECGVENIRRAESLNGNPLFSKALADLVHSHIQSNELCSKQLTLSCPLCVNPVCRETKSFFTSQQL
Calls only; i = inactive; + = active, no number.

The first 4 entries (preview)
# | structure | FECH block
1 | COc1ccc(CN(Cc2cccc(F)c2)C(=O)CC2=CCNCC2)cc1 | i
2 | CCN1CCN(c2nc(Nc3cccc(C)c3)c3cnn(-c4ccccc4)c3n2)CC1 | i
3 | O=C(NC1CCc2ccccc21)c1nc[nH]c1C(=O)NCc1ccccn1 (stereo unspecified) | +
4 | CCCc1cc(=O)n2[nH]c(CNc3cc(Cl)ccc3C)nc2n1 | +

Results, from the start:
# | structure | FECH block
1 | COc1ccc(CN(Cc2cccc(F)c2)C(=O)CC2=CCNCC2)cc1 | i
2 | CCN1CCN(c2nc(Nc3cccc(C)c3)c3cnn(-c4ccccc4)c3n2)CC1 | i
3 | O=C(NC1CCc2ccccc21)c1nc[nH]c1C(=O)NCc1ccccn1 (stereo unspecified) | +
4 | CCCc1cc(=O)n2[nH]c(CNc3cc(Cl)ccc3C)nc2n1 | +
5 | Cc1ccc(C)c(N(C)C(=O)Cn2c(=O)c3cnc(-c4ccccc4)nc3n(C)c2=O)c1 | i
6 | Cc1ccc(C(C)NC(=O)CN(Cc2cnn(C)c2)C2CC2)cc1 (stereo unspecified) | i
7 | CN(Cc1cn[nH]c1-c1ccc(F)cc1)C(=O)Cc1c[nH]c2ccccc12 | i
8 | COc1cc(CN[C@@H]2CS(=O)(=O)C[C@H]2O)ccc1OCc1cccc(F)c1 | i
9 | CCc1ccc(-n2c(CN3CCN(S(=O)(=O)c4ccccc4C)CC3)nc3cccnc32)cc1 | i
10 | O=C(O)[C@H]1C[C@H](C(=O)N2CCOCC2)CN(Cc2cc3ccccc3o2)C1 | i
11 | CN1C(=O)Cc2cc(S(=O)(=O)CCC(=O)N3CCN(c4cccc(C(F)(F)F)c4)CC3)ccc21 | i
12 | CC(=O)N[C@@H](Cc1cnc[nH]1)C(=O)N1CCC(CO)(Cc2ccccc2)CC1 | i
13 | Cc1cc(C)n(CCCN(C)c2cc(N(C)C)ncn2)n1 | i
14 | COc1ccc(CCNC(=O)C2CCN(c3ncnc4c3nc3n4CCCCC3)CC2)c(OC)c1 | i
15 | Cc1ccc(-n2ccc(=O)c(C(=O)Nc3ccc(S(N)(=O)=O)cc3)n2)cc1 | i
16 | O=C(CC(c1ccccc1)c1ccco1)NCc1cccnc1 (stereo unspecified) | i
17 | Cc1nc2nc[nH]n2c(=O)c1NC(=O)Nc1ccc2c(c1)OCCO2 | i
18 | O[C@@H]1CN(Cc2c(Cl)nc3sccn23)CC[C@H]1c1ccc2c(c1)OCO2 | i
19 | Cc1ccsc1C(CNC1CCSCC1)N(C)C (stereo unspecified) | i
20 | CCc1ccc2nc(C)cc(C(=O)N(C)Cc3nc(C4CC4)no3)c2c1 | i
21 | Cc1cc(=O)n2[nH]c(C3CC3)nc2n1 | i
22 | COc1ccc(Nc2c(-c3ccc4c(c3)CCCC4)c(=O)c2=O)cc1OC | i
23 | CN(C)c1nc2ncnc(SCC(=O)Nc3cccc(Cl)c3)c2s1 | i
24 | CC(C)(CN1CCCCC1)NC(=O)c1cc(COc2ccccc2)[nH]n1 | i
25 | CC(=O)Nc1ccc(NC(=O)Cn2nc(N3CCN(c4ccc(F)cc4)CC3)ccc2=O)cc1 | i
26 | O=C(c1cc(CN2CCCC(O)C2)on1)N1CCc2ccccc2C1 (stereo unspecified) | i
27 | CS(=O)(=O)Nc1ccc(-c2ccc3c(c2)OCO3)cn1 | i
28 | CCCc1nc(C)c(CNC(=O)C2CCOC2)s1 (stereo unspecified) | i
29 | COc1ccc(C(=O)N(Cc2nc3nc(C)cc(C)n3n2)c2ccc(F)cc2)cc1 | i
30 | CC(C)Cn1ccnc1-c1ccccc1Cn1cccn1 | i
31 | COc1cccc(S(=O)(=O)NCc2nc3cccnc3n2Cc2ccc(F)cc2)c1 | i
32 | c1cc(C(CNc2nccc(C3CCCC3)n2)N2CCOCC2)ccn1 (stereo unspecified) | i
33 | CC(C)Cc1ccc(S(=O)(=O)NCc2nc3cccnc3n2C2CCCC2)cc1 | i
34 | COc1cccc(NC(=O)c2ccc(CN3C(=O)CCn4nc(-c5ccccc5)cc43)cc2)c1 | i
35 | COc1ccc(-c2ncc3c(=O)n(Cc4cccc(F)c4)c(=O)n(C)c3n2)cc1 | i
36 | Cc1cc(C)c(S(=O)(=O)N2CCN(Cc3nc4cccnc4n3-c3cccc(F)c3)CC2)cc1C | i
37 | Cc1nn(CC(=O)N2CCC(c3ccccc3C(=O)O)C2)c(C)c1C (stereo unspecified) | i
38 | O=C(NCC1(Cn2cccn2)CC1)c1c(O)cccc1O | i
39 | CCc1cc(N2CCC3(CC2)CNC(=O)C3)nc(N2CCCC2)n1 | i
40 | CC(c1ccccn1)N(C)C(=O)c1cccc(S(C)(=O)=O)c1 (stereo unspecified) | i
41 | O=C(CN1CCN(Cc2ccccc2Cl)S1(=O)=O)Nc1ccc(Cl)cc1 | i
42 | CCc1nnsc1C(=O)N1CCC(O)(c2ccc(C)cn2)CC1 | i
43 | COc1ccc(CNc2nc3nc(CN4CCCCC4)cc(=O)n3[nH]2)cc1 | i
44 | CCn1cc(-c2n[nH]c(=O)n2Cc2ccccc2)cn1 | i
45 | COc1nc2c(cc1CNC(=O)CN1CCCC1)C(=O)N(C1CCCC1)C2 | i
46 | Cc1ccc(N2CC(NC(=O)c3ccco3)CC2=O)cc1C (stereo unspecified) | i
47 | Cc1nonc1C1CCCN1c1ncnc2sc3c(c12)CCNC3 (stereo unspecified) | i
48 | O=C(Nc1ccc2ncsc2c1)c1cccc(CN2CCCC(O)C2)c1 (stereo unspecified) | +
49 | CC(C)OC(=O)c1cc2ccsc2n1CC(=O)Nc1ccccc1F | i
50 | Clc1ccccc1C1CCN(Cc2ncc[nH]2)C1 (stereo unspecified) | i
51 | CCCc1cc(Sc2ccc(NS(=O)(=O)c3cccc(Cl)c3)cc2)n2ncnc2n1 | i
52 | COc1ccccc1/C=C/CN1CCC2(CC1)C(=O)NCCN2C | i
53 | Cc1cc(CC(C)NC(=O)c2cc3ncccn3n2)n[nH]1 (stereo unspecified) | i
54 | CCCNCc1cc(=O)n2[nH]c(-c3ccc(C(C)(C)C)cc3)nc2n1 | i
55 | CC1=NOC(C(=O)NCCOc2ccccc2F)C1 (stereo unspecified) | i
56 | CCN(CC)c1ccc(C(=O)NCc2nc3cccnc3n2Cc2cccc(OC)c2)cc1 | i
57 | OCC#Cc1ccc(CN2CCc3onc(-c4ccc(Cl)cc4)c3C2)cc1 | i
58 | COC(=O)c1ccc(NC(=O)C2CCN(c3ccc(-c4cccs4)nn3)CC2)cc1 | i
59 | Cc1cc(NC(=O)c2ccccc2Cl)n(-c2ncnc3c2cnn3-c2cccc(C)c2C)n1 | i
60 | Cc1cccc(CCNC(=O)C2CCN(c3ncnc4c3nc3n4CCCCC3)CC2)c1 | i

(more compounds)
# | structure | FECH block
61 | COc1ccc(C)cc1NC(=O)Cn1nc(N2CCN(c3ccc(F)cc3)CC2)ccc1=O | i
62 | CCc1nc(OCC(=O)NCc2ccc(C)o2)c2c(-c3ccc(F)cc3)noc2n1 | i
63 | CN(C)CCCn1c(=O)c2cnc(-c3ccc(Cl)cc3)nc2n(C)c1=O | i
64 | O=C(c1cccnc1N1CCN(Cc2ccoc2)CC1)N1CCCCC1 | i
65 | O=C(NC1CC(=O)N(CCc2ccccc2)C1)c1ccc(-c2ncn[nH]2)cc1 (stereo unspecified) | i
66 | Cc1ccc(NC(=O)CN2C(=O)CC(c3ccccc3)=Nc3ccccc32)c(C)c1 | i
67 | CCCCN(C)c1nc(Nc2ccc(Cl)cc2)c2cnn(-c3ccccc3)c2n1 | i
68 | COc1ccc(C(C)(C)C)cc1S(=O)(=O)N1CCN(c2nc(C)cc(N3CCOCC3)n2)CC1 | i
69 | O=C(C1CNCCN1C(=O)CCCn1cncn1)N1CCCC1 (stereo unspecified) | i
70 | CC(=O)NCCn1ccnc1-c1ccc2nsnc2c1 | i
71 | COC(C)(C)CC(C)NCc1nc2cc(C)c(C)cc2[nH]1 (stereo unspecified) | i
72 | CCN(CC)CCNC(=O)C1CCN(c2ccc(-c3ccccc3)nn2)CC1 | i
73 | CCCc1cc(Sc2ccc(NC(=O)Nc3cccc(C(=O)OC)c3)cc2)n2ncnc2n1 | i
74 | CN1CCN([C@H]2CN(C3CCN(C(=O)c4ccccc4)CC3)C[C@@H]2O)CC1 | i
75 | C=CCn1cc(CN2CCC(Oc3ncccn3)CC2)c(C)n1 | i
76 | Cc1ccccc1Nc1nc(NCCCO)nc2c1cnn2-c1ccccc1 | i
77 | O=C(c1ccc(-n2ccc(-c3cccnc3)n2)cc1)C1CC1 | i
78 | COc1ccccc1CNC(=O)c1[nH]cnc1C(=O)NCCN(C)C | i
79 | CC[C@H]1C[C@@H](NC(=O)c2ccccc2)C[C@@H](c2ccccc2OCC(N)=O)O1 | i
80 | O=S(=O)(NCc1ccccc1)Nc1ccccc1N1CCOCC1 | i
81 | CCc1c(C)nc2ncnn2c1Sc1ccc(NC(=O)Nc2cccc(OC)c2)cc1 | i
82 | O=C(Cc1ccccc1O)N1CCCC(Nc2ccc(F)c(F)c2)C1 (stereo unspecified) | i
83 | CCCS(=O)(=O)NCCn1c(C(F)(F)F)nc2cccnc21 | i
84 | CCCCN(Cc1cccc(OC)c1)C(=O)c1cnc(C)[nH]1 | i
85 | Cc1ccc(Nc2cc(C)nc(N3CCN(S(C)(=O)=O)CC3)n2)cc1 | i
86 | CC(C)C[C@@H](N)C(=O)NCc1nncn1C1CCCCC1 | i
87 | O=c1[nH]nc(CN2CCOCC2)n1-c1ccc2c(c1)OCO2 | i
88 | COc1ccc(-c2nc(N)nc3c2CN(CC2CC=CCC2)C3)cc1 (stereo unspecified) | i
89 | Cc1cc(C(=O)N2CCC(N(C)C)C2)ccc1NC(=O)c1ccco1 (stereo unspecified) | i
90 | Cc1cc(CN2CCCC2)ccc1Oc1cncc(C(=O)N2CCCC2)n1 | i
91 | CSc1nc(NCc2ccc(F)cc2)c(C#N)c(-c2ccccc2)n1 | i
92 | COc1cccc(-c2cc(N3CCN(S(=O)(=O)c4ccc(NC(C)=O)cc4)CC3)ncn2)c1 | i
93 | CC(=O)Nc1ccc2nc(CN3CCN4CCNC(=O)C4C3)ccc2c1 (stereo unspecified) | i
94 | O=C(C(=O)N1CCCC(c2[nH]ncc2Cc2ccccc2)C1)c1cccnc1 (stereo unspecified) | i
95 | CN(C)[C@@H]1C[C@@H](CO)N(C(=O)c2ccccn2)C1 | i
96 | O=C1CCC(NCC2(c3cccc(F)c3)CCOCC2)CCN1CC1CC1 (stereo unspecified) | i
97 | Cc1noc(C)c1CNC(=O)CSc1cn(C)c2ccccc12 | i
98 | Cc1ccc(-c2cc(N3CCN(S(C)(=O)=O)CC3)ncn2)cc1 | i
99 | CCSc1nc(CC(=O)NCc2n[nH]c3c2CCCCC3)cs1 | i
100 | COc1ccc(CC(=O)Nc2cc(C)nn2-c2ncnc3c2cnn3-c2ccc(C)cc2C)cc1 | i
101 | CC(C)(C)Cc1c(-c2ccccc2)ncn1CC1CCOCC1 | i
102 | COc1ccc(OC)c(CNC(=O)CN2C(=O)c3cccnc3Sc3ccccc32)c1 | +
103 | CCOC(=O)Cn1c(=O)n(-c2ccc(C)c(C)c2)c2nc(-c3ccc(OC)cc3)nc(C(N)=O)c21 | i
104 | Cc1cc(NC(=O)c2ccc(OC(C)C)cc2)n(-c2ncnc3c2cnn3-c2ccc(F)cc2)n1 | i
105 | Cc1cc(CC(C)n2cnc(-c3ccccc3)c2-c2cnn3cccnc23)n[nH]1 (stereo unspecified) | i
106 | Cn1c(=O)c(C(=O)NC2CCN(Cc3ccccc3)CC2)nc2ccccc21 | i
107 | CCc1cccc(NS(=O)(=O)c2ccc3c(c2)C(=O)NC3)c1 | i
108 | COc1cccc(NC(=O)CN2CCCN(Cc3cccc(F)c3)S2(=O)=O)c1 | i
109 | CCc1ccc(NC(=O)Cn2c(=O)n(CC3CCC(C(=O)NC)CC3)c(=O)c3sccc32)cc1 (stereo unspecified) | i
110 | CC(=O)Nc1ccc(C)cc1S(=O)(=O)NCCn1c(-c2ccccc2)nc2cccnc21 | i
111 | O=C(NCCc1nc2cccnc2n1-c1ccccc1)Nc1ccccc1 | i
112 | CCC(=O)Nc1cccc(C(=O)N(C)Cc2n[nH]c3c2CCCC3)c1 | i
113 | CCc1ccccc1NC(=O)CCNC1CCSC1 (stereo unspecified) | i
114 | Cc1ccc(C2(O)CCN(C(=O)c3nc[nH]c3C)CC2)nc1 | i
115 | Cc1ccccc1Nc1nc(N2CCCC(C)C2)nc2c1cnn2-c1ccccc1 (stereo unspecified) | i
116 | CSc1nc(NCCCN2CCOCC2)c(C#N)c(-c2ccc(C)cc2)n1 | i
117 | CNC(=O)[C@@H]1C[C@H](N)CN1C(=O)C1Cc2ccccc2C1 | i
118 | O=C(CN1C(=O)CCc2cc(S(=O)(=O)N3CCCC3)ccc21)Nc1ccc(F)c(Cl)c1 | i
119 | Cc1ccc(CN2CCN(c3cncc(C(N)=O)n3)CC2)c2cccnc12 | i
120 | c1cncc(-c2nc(CCNCc3nc(-c4ccco4)no3)cs2)c1 | +

Reprinted at random: three compounds from above, in no set order.
# | structure | FECH block
116 | CSc1nc(NCCCN2CCOCC2)c(C#N)c(-c2ccc(C)cc2)n1 | i
117 | CNC(=O)[C@@H]1C[C@H](N)CN1C(=O)C1Cc2ccccc2C1 | i
110 | CC(=O)Nc1ccc(C)cc1S(=O)(=O)NCCn1c(-c2ccccc2)nc2cccnc21 | i

The listing continues:
# | structure | FECH block
121 | COc1ccnc(N2Cc3cnc(CC(C)C)nc3C2)n1 | i
122 | Cc1ccccc1C(=O)Nc1cccc(OCc2cc(=O)n3cc(Cl)ccc3n2)c1 | i
123 | Cc1ccnc(N2CCCC(C(=O)Nc3ccc(S(N)(=O)=O)cc3)C2)n1 (stereo unspecified) | i
124 | Cc1ccc(S(=O)(=O)NCc2nc3cccnc3n2Cc2cccc(C)c2)cc1 | i
125 | Cc1ccc(C)c(S(=O)(=O)NCc2nc3cccnc3n2C2CC2)c1 | i
126 | Cc1cc(N2CCN(C(=O)c3scc4c3CCCC4)CC2)nc(N)n1 | i
127 | CCN(Cc1ccc(-c2nc3ccccc3n2C)o1)C1CCS(=O)(=O)C1 (stereo unspecified) | i
128 | CN1CCN(c2ccccc2NC(=O)C2CCN(c3ncnc4c3nc3n4CCCCC3)CC2)CC1 | i
129 | CCCc1nc(C)cc(N2CCNC(=O)CC2)n1 | i
130 | CC(CN1CCc2ccccc2C1)NC(=O)c1cn(Cc2ccccc2F)nn1 (stereo unspecified) | i

Assay outcomes as filed in PubChem.

Not all compounds are listed; the hit share may differ from the screen's.
